# CAL PDZ FP-1 – CAL PDZ (human) peptide binding inhibition | Q9HD26 | AID 602252 | hit rate 0.92% among 300,000 | purified CAL PDZ, TMR-peptide fluorescence polarization, 1 h | inhibition, % at 24.9 µM;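 active = mean inhibition of at least 30% with at least half of replicates also reaching 30%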;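 also: 0% = DMSO neutral control and 100% = excess unlabeled competitor peptide PRC23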
# SR-BI uptake up – enhances SR-BI lipid uptake from DiI-HDL; CHO ldlA[mSR-BI] cells, DiI-HDL uptake fluorescence, 3 h; 100 = double the neutral-control signal; activation, % at 12.5 µM; hit rate 0.096% among 320,000; AID 504775;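 active = mean replicate activation of at least 60% and every replicate at or above 60%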;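 also: 0% = median plate neutral-control signal and 100% = twice that signal; values of inactives mirror those of a sister screen read the other way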
#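 system = CHO ldlA[mSR-BI] cells, LDL receptor-null, SR-BI overexpressing | medium = Ham's F12 with 0.5% BSA, HEPES 25 mM, pH 7.4 | probe or stimulus = DiI-HDL 10 µg/mL | compound dosing = single-point compound dose | incubation = compound exposure 3 h, 37 °C | technique = DiI fluorescence, bottom read | read-out = cell-associated DiI fluorescence as measure of HDL uptake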
# C-LANA FP – blocks KSHV LANA C-terminal domain binding to DNA; inhibition, % at 9 µM; MBP-C-LANA/FAM-LBS DNA binding, fluorescence polarization; AID 504423; hit rate 0.078% among 340,000;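 active = highest replicate inhibition at or above 60% at 9 µM, even if other replicates fall short; inactive = all replicates below 60% inhibition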;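 also: 0% = neutral control wells and 100% = 4 µM acridine orange control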
# CAL PDZ FP-2 – human CAL PDZ-peptide interaction inhibition | Q9HD26 | purified CAL PDZ, TMR-peptide fluorescence polarization, 1 h | inhibition, % at 20 µM | hit rate 0.02% among 330,000 | AID 504414;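 active = highest replicate inhibition of at least 40%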;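 also: plate controls were DMSO neutral control wells for no effect and unlabeled competitor peptide control wells for full effect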
#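 Material: tagged CAL PDZ domain; buffer or medium: 25 mM sodium phosphate pH 7.4, 150 mM NaCl, TCEP, IgG, Thesit; compound dosing: single point, 20 µM; schedule: 1 h incubation at room temperature before polarization reading; measured by: FP readout, S and P plane fluorescence; read-out basis: percent inhibition from loss of millipolarization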
# PKA-R2B act – activates the human PKA-R2B holoenzyme complex | P22694+P31323 | AID 504700 | activation, % at 11.4 µM | PKA-R2B holoenzyme dissociation, Cy5-IP20 fluorescence polarization; R2B truncated from residue 108, S112A mutant; 0% DMSO only, 100% 113 µM cGMP | hit rate 0.079% among 340,000;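 active = activation above a cutoff set at the mean over all compounds plus 3 SD, cut at about 18% in these data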;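 also: higher means more holoenzyme dissociation and a rise in polarization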
# Cardiac RTF inh – cardiac RTF calcium desensitization. hit rate 0.12% among 340,000. AID 493244. IANBD-labeled cardiac RTF, Ca2+ fluorescence. inhibition, % at 7.15 µM;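 active = inhibition above the mean inhibition of all tested compounds plus 3 SD, cut at about 17% in these data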;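 also: assay run at fixed EC70 calcium of 1.6 mM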
# Keap1-Nrf2 PPI – Keap1-Nrf2 (human) interaction inhibition; hit rate 0.15% among 340,000; Keap1 Kelch-Nrf2 peptide fluorescence polarization, 1536-well; inhibition, % at 9.4 µM; Q14145; in the data active = inhibition above about 12%;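 also: human Keap1 Kelch domain with fluorescein labeled Nrf2 9mer peptide probe; 0% = neutral control wells and 100% = peptide positive control; higher means more block of Keap1 binding to Nrf2 peptide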
# DAGLB inh – diacylglycerol lipase beta (human) inhibition | Q8NCG7 | HEK293T DAGLB membrane lysate, EnzChek fluorogenic substrate | inhibition, % at 5.17 µM | hit rate 0.059% among 340,000 | AID 504411; in the data active = inhibition above about 34%;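 also: 0% = enzyme with vehicle and 100% = wells lacking enzyme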
# Target sequence (Q8NCG7 whole entry, looked up): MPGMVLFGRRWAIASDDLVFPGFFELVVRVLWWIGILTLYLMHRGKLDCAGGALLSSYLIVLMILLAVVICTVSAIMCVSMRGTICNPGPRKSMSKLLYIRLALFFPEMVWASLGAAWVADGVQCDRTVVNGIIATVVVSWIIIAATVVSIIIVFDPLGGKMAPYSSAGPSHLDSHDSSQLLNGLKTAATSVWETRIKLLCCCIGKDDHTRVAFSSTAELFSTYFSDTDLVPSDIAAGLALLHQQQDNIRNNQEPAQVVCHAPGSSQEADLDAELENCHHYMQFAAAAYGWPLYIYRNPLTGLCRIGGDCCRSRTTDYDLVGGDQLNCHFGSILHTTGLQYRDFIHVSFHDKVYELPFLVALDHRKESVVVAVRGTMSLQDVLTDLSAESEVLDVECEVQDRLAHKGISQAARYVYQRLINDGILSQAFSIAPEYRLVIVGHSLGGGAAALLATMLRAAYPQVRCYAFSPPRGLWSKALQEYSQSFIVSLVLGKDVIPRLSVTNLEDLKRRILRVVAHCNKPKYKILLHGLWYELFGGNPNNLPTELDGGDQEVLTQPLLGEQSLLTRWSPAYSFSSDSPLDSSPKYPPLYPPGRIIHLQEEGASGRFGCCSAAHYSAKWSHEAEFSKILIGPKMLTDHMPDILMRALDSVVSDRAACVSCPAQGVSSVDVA
# Rtt109 Vps75 – blocks Candida albicans Rtt109/Vps75 acetyltransferase activity. Q5AAJ8. hit rate 0.16% among 330,000. AID 540336. purified Rtt109/Vps75, ThioGlo CoA-SH fluorescence, 4 h. inhibition, % at 34.9 µM;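 active = inhibition of at least 50% in every replicate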
# Target sequence (Q5AAJ8 whole entry, looked up): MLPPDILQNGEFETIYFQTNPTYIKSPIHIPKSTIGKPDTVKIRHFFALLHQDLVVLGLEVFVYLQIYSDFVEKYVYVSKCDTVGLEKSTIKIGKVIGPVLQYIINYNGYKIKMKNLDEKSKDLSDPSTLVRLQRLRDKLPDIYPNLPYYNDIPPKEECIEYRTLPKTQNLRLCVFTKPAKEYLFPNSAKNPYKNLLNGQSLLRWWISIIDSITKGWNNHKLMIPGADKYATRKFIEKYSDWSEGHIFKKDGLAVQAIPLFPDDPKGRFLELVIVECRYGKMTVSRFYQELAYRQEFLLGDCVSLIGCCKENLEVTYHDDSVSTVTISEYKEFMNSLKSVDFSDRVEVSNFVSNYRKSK
# cardiac RTF act – increases calcium sensitivity of human cardiac regulated thin filaments | P19429+P45379 | IANBD-labeled TnC RTF fluorescence at EC20 calcium; 0% EC20 calcium, 100% full calcium | activation, % at 7.2 µM | hit rate 0.24% among 340,000;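 active = activation above the mean over all tested compounds plus 3 SD, cut at about 30% in these data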;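 also: rise in fluorescence read as greater calcium sensitivity of cardiac thin filaments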
# An asterisk follows results filed as active; x = no result given; & = joins results of further samples. Compounds as they come; about 1.6% have a hit in one of these screens.
# A first look (8 entries):
SMILES,CAL PDZ FP-1,SR-BI uptake up,C-LANA FP,CAL PDZ FP-2,PKA-R2B act,Cardiac RTF inh,Keap1-Nrf2 PPI,DAGLB inh,Rtt109 Vps75,cardiac RTF act
CC1Cc2ccccc2N1S(=O)(=O)c1cccc(C(=O)OCC(=O)N2CCOCC2)c1 (centres undefined),-9,-9,1.0,0.0,4,-8,-3,0,12,0
Cc1ccc(O)c(-c2cc(C(=O)Nc3ccc(S(=O)(=O)Nc4nccc(C)n4)cc3)[nH]n2)c1,-2,-20,-0.3,-6.3,-5,-9,-2,5,29,0
Cc1ccc(NC(=O)C(c2ccc(Cl)cc2)N2CCOCC2)cc1 (centres undefined),43*,17,-1.7,-1.5,3,-7,2,-1,-10,-3
COc1cccc(N=C2CC(C)(C)CC(=O)/C2=C(/O)c2ccccc2)c1,-5,12,0.7,0.5,-6,-9,-2,0,-6,6
Cc1ccc(-c2c(C#N)c(N)n3c(nc4ccccc43)c2C#N)cc1,-6,3,7.9,-3.2,2,-5,-5,3,1,3
COc1ccc(NC(=O)[C@H](COCc2ccccc2)NC(=O)OC(C)(C)C)cc1,0,-9,-0.7,-1.0,-2,3,1,-3,3,2
CCC1CCCCN1C(=O)CSc1nc2c(cnn2-c2ccc(C)cc2)c(=O)[nH]1 (centres undefined),-1,16,-1.2,-0.2,6,-9,2,0,-3,1
Cc1ccccc1CCNC(=O)C1CCC(=O)N(Cc2ccc(Cl)cc2)C1 (centres undefined),1,-4,0.8,-0.7,-7,-1,1,1,1,4

# The whole of this part (from the top)
SMILES,CAL PDZ FP-1,SR-BI uptake up,C-LANA FP,CAL PDZ FP-2,PKA-R2B act,Cardiac RTF inh,Keap1-Nrf2 PPI,DAGLB inh,Rtt109 Vps75,cardiac RTF act
CC1Cc2ccccc2N1S(=O)(=O)c1cccc(C(=O)OCC(=O)N2CCOCC2)c1 (centres undefined),-9,-9,1.0,0.0,4,-8,-3,0,12,0
Cc1ccc(O)c(-c2cc(C(=O)Nc3ccc(S(=O)(=O)Nc4nccc(C)n4)cc3)[nH]n2)c1,-2,-20,-0.3,-6.3,-5,-9,-2,5,29,0
Cc1ccc(NC(=O)C(c2ccc(Cl)cc2)N2CCOCC2)cc1 (centres undefined),43*,17,-1.7,-1.5,3,-7,2,-1,-10,-3
COc1cccc(N=C2CC(C)(C)CC(=O)/C2=C(/O)c2ccccc2)c1,-5,12,0.7,0.5,-6,-9,-2,0,-6,6
Cc1ccc(-c2c(C#N)c(N)n3c(nc4ccccc43)c2C#N)cc1,-6,3,7.9,-3.2,2,-5,-5,3,1,3
COc1ccc(NC(=O)[C@H](COCc2ccccc2)NC(=O)OC(C)(C)C)cc1,0,-9,-0.7,-1.0,-2,3,1,-3,3,2
CCC1CCCCN1C(=O)CSc1nc2c(cnn2-c2ccc(C)cc2)c(=O)[nH]1 (centres undefined),-1,16,-1.2,-0.2,6,-9,2,0,-3,1
Cc1ccccc1CCNC(=O)C1CCC(=O)N(Cc2ccc(Cl)cc2)C1 (centres undefined),1,-4,0.8,-0.7,-7,-1,1,1,1,4
CN(C)CCN(C(=O)CN1C(=O)c2ccccc2C1=O)c1nc2cc3c(cc2s1)OCO3,0,-11,-3.1,-2.8,15,-11,0,0,16,6
COc1ccccc1NS(=O)(=O)c1cccc(C(=O)N2CCN(C/C=C/c3ccccc3)CC2)c1,-2,-34,-0.1,-1.3,-7,-10,-2,1,5,0
COc1ccc(OC)c(NC(=O)CSc2ncccn2)c1,-3,-11,-0.7,-2.1,0,2,-2,-1,x,0
c1ccc(Oc2cccc3cccnc23)nc1,6,7,-0.5,0.6,0,3,2,-1,-6,-1
Cc1cccc(C2c3[nH]c4ccccc4c3CCN2C(=O)c2cc(C(C)C)nc(N)n2)n1 (centres undefined),5,-39,-0.3,-0.8,-11,1,-4,-2,11,0
CC1CCc2c(sc(NC(=O)COC(=O)c3ccc(O)cc3)c2C#N)C1 (centres undefined),-2,-18,0.1,-0.9,-16,-1,-7,-1,-1,-1
COC(=O)C1C(c2ccc(N(C)C)cc2)C(C(=O)OC)S(=O)(=O)CS1(=O)=O (centres undefined),0,15,-0.1,-1.5,-4,12,-1,0,x,-9
COc1ccc(/C=N/NC(=O)c2c(C)nnn2-c2nonc2N)cc1OC,-3,-14,0.3,-0.7,-8,5,-1,1,-5,0
Cn1c(=O)c2c(SCC(=O)Nc3nccs3)nc(C3CC3)nc2n(C)c1=O,-4,-37,-0.6,-4.3,-4,1,-2,-1,-17,3
O=C(O)CN1C(=O)/C(=C/c2ccccc2Br)Oc2ccccc21,-1,8,6.9,-1.1,-5,2,0,6,0,-5
COc1ccc(-c2cc(C(F)(F)F)nc(-n3cc(Br)cn3)n2)cc1,-9,-32,-0.6,-1.5,-3,3,0,-5,1,-5
Cc1cccc(-n2nnc(C(=O)NCc3ccc4c(c3)OCO4)c2N)c1,-4,-25,0.0,-2.0,0,-7,0,-5,-12,-1
COc1cc(NC(=O)c2cncc(-c3ccc(C#N)cc3)c2)cc(C(=O)Nc2cccc(C(F)(F)F)c2)c1,-1,-45,0.3,-0.1,-8&8,-9,3,0&-3,-4,1
CCOC(=O)C1CCN(C(=O)c2cc3c(=O)n4ccccc4nc3n2C)CC1,-3,8,-0.6,-3.9,-4,3,-9,-2,-164,1
CCOC(=O)C1C(=O)C=C(c2ccc(OC)cc2)CC1c1ccco1 (centres undefined),-1,-32,-1.3,-1.2,-5,-6,-9,-2,3,2
CCCCN(C)CCC(=O)Nc1ccc(OC)cc1OC,3,25,-0.6,x,1,3,0,0,4,1
CCOc1cccc(=O)c2c(C)n(C)c(C)c12,x,-4,3.3,0.5,-7,1,0,2,-8,1

# (continued)
SMILES,CAL PDZ FP-1,SR-BI uptake up,C-LANA FP,CAL PDZ FP-2,PKA-R2B act,Cardiac RTF inh,Keap1-Nrf2 PPI,DAGLB inh,Rtt109 Vps75,cardiac RTF act
CC1(C)Cc2ccccc2-c2c1c(=O)n(Cc1ccccc1)c1nnnn21,0,6,-1.0,-0.9,0,-8,-6,-2,5,2
Cc1cc(C)c(C#N)c(SCC(=O)N2CCCCC2)n1,2,-33,0.2,-0.8,-9,-7,0,0,5,2
Cc1c(C(=O)N2CCOCC2)[nH]c2c1C(=O)CC(c1ccc(Cl)cc1)C2 (centres undefined),x,13,-1.5,-1.6,-5,-7,-4,2,-5,-6
CCOC(=O)CNC(=O)CSc1nc2cccnc2n1Cc1ccccc1,-6,10,-1.7,-0.6,9,-3,4,-1,6,6
COc1ccc(-c2ccc(=O)n(CC(=O)NCC3COCCO3)n2)cc1 (centres undefined),x,25,0.5,-0.7,-9,-13,-3,0,-3,5
Cc1ccc(/C=C/C(=O)N2CCCC(C)C2)cc1 (centres undefined),-3,3,-0.2,-1.2,-7,-4,-5,-5,-1,6
CCOC(=O)C(=CNNc1ccccc1)C(=O)OCC,1,-11,-0.2,0.7,-4,-8,-3,-3,-6,4
CC(C)C1Oc2ccccc2N(CC(=O)N2CCOCC2)C1=O (centres undefined),-7,3,0.3,-2.9,-8,6,-5,-1,2,-2
O=C1C(Cc2ccccc2)Nc2ncnc(N3CCOCC3)c2N1Cc1ccc(Br)cc1 (centres undefined),3,9,-0.8,-0.2,3,2,-8,1,10,8
CCOc1ccc(C2NC(=O)NC(C)=C2C(=O)OC)cc1C (centres undefined),-3,-19,-1.5,-0.6,-2,-4,-5,1,-5,3
Cc1ccc(-n2nc(C)c3c(C)c(CCC(=O)Nc4ccc(CN5CCCC5)cc4)c(C)nc32)cc1,0,x,-2.2,-2.8,-9,6,-9,3,37,0
Cn1ncc(Cl)c1C(=O)N1CCN(c2ccc(F)cc2)CC1,-4,-10,-1.8,-0.8,-10,-7,-2,0,-1,-5
O=C(NCC1CCCO1)c1ccc([N+](=O)[O-])s1 (centres undefined),x,x,-0.1,0.2,-2,-10,-4,-1,11,-7
O=S(=O)(NCc1cccs1)NCc1ccccc1F,-1,6,-2.1,-1.9,6,-9,-4,0,x,2
Cc1ccc(C)c(S(=O)(=O)N2CCN(C(=O)Nc3ccccc3)CC2)c1,6,-8,0.5,-3.1,0,-3,1,-1,14,0
O=C(COc1ccccc1[N+](=O)[O-])N/N=C/c1ccncc1,-3,8,1.3,-0.4,2,-1,0,0,-6,2
COc1ccc(NC(=S)NC(=O)C2CCC2)cc1,x,13,3.3,0.0,9,-6,-9,-1,-1,-1
Nc1ccn(CC(=O)NCc2ccccc2)c(=O)n1,-1,19,-0.5,-0.9,-15,1,1,-2,4,-4
CCOc1ccccc1N(CC(=O)NC1CCCCC1)S(C)(=O)=O,-3,27,-0.3,-2.0,2,0,-4,0,-11,-4
CC1CC(C)CN(C(=O)C2CCCN(S(=O)(=O)c3cnc[nH]3)C2)C1 (centres undefined),-2,-11,0.9,0.8,-9,-11,-4,1,-30,3
O=C(Cc1ccc(-n2cccc2)cc1)N1CCc2ccccc21,-5,27,5.4,-6.3,1,-8,1,-1,-6,8
Cc1cc(C(=O)NNS(=O)(=O)c2ccc(F)cc2)nn1C(C)(C)C,-1,10,1.0,0.4,6,4,0,0,9,-2
CS(=O)(=O)c1ccccc1C(=O)Nc1cccc(-c2nc3ccccc3o2)c1,1,-21,-0.2,-4.1,2,-4,-2,0,18,-4
CCOC(=O)c1cc2sccc2n1CC(=O)O,-3,-14,-0.7,0.0,-9,-3,-1,0,-3,1
CCOc1cc(C(c2c(C)[nH][nH]c2=O)c2c(C)[nH][nH]c2=O)ccc1O,-7,8,4.2,-0.1,-1,-1,-11,-1,-3,10
C/C(=N\NC(=O)c1cccc(C)c1)c1cccc(NC(=O)c2ccco2)c1,-1,-12,-1.6,-0.2,6,-9,-6,-9,0,13
N#Cc1ccc(NC(=O)C2=COCCO2)cc1,x,2,0.6,0.4,-5,-2,-2,-3,1,-3
CCOc1cc(/C=N/NC(=O)c2ccc(N(C)S(=O)(=O)c3ccccc3)cc2)ccc1OC,0,-73,-1.3,-4.0,-13,-17,-3,-4,-12,0
COC(=O)c1ccccc1OC(=O)c1cc2ccccc2oc1=O,x,7,-0.2,-2.0,1,-5,1,1,-2,-4
COc1ccc(-c2cc(C(=O)NCc3ccco3)c3ccccc3n2)cc1OC,69*,-29,0.3,-0.7,-4,-4,0,-1,4,5

# High-throughput results: PubChem BioAssay, several laboratories
